Dynein cargo inh: blocks dynein driven cargo transport along microtubules; 3617.4 mouse cells, GR-EGFP nuclear translocation imaging; test concentration mostly 20 µM; stimulated with dexamethasone, 1 µM; active compounds read low; 220,000 tested, 0.47% active; z-score, hits read low;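 active = plate z-score of nuclear minus cytoplasmic receptor signal below a set negative limit, without overly bright fluorescence or cell loss, cut at about -3.5 in these data, passing the limit was not always enough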;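 note: z-score of nuclear minus cytoplasmic ring GR-EGFP intensity difference per well; some compounds called inactive have numbers as strong as hits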
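Also added – dexamethasone, 1.0 µM final · Buffer or medium – tet-free, stripped-serum medium · Schedule – induction 48 h, compound 1 h, agonist 30 min · Detection – formaldehyde fixation, Hoechst nuclear stain, 10x automated fluorescence imaging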
Hep lipid drop: modulators of hepatic lipid droplet formation; AML12 mouse hepatocytes, oleate lipid droplets, BODIPY imaging; inhibition, % at 6.5 µM; 240,000 tested, 0.4% active;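 active = lipid droplet intensity inhibited by at least 50%, with more than 500 cells counted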
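Assay system: AML12 hepatocytes (mouse); Probe or stimulus: oleic acid at 100 µM to induce lipid droplet formation; Dosing: compound at 6.5 µM only; Schedule: compound with oleate, overnight; Detection: fluorescence imaging, 20x objective, two fields per well; Measure: % inhibition of lipid droplet signal.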
bCat nuc transl: beta-catenin nuclear translocation modulation; HeLa beta-catenin nuclear translocation, immunofluorescence imaging; nuclear translocation activity, % at 5 µM; 190,000 tested, 0.3% active;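 active = nuclear translocation activity above 50% at 5 µM, with a well cell count of 50 or more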;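 note: per-cell ratio of nuclear to cytoplasmic median beta-catenin stain intensity; plate controls were DMSO negative control for no effect and GSK-3 inhibitor IX positive control for full effect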
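Test system: human HeLa cells, native beta-catenin. Compound dosing: 5 µM primary single dose, 0.1% DMSO, 0.02–20 µM confirmation series. Incubation: compound exposure 24 h at 37°C. Detection: beta-catenin immunostaining with DAPI counterstain, 20x imaging, 6 fields/well. Read-out basis: Nuclear/cytoplasmic beta-catenin signal ratio, % activation.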
MT stabilizer: microtubule stabilizers in HeLa cells; % tubulin-high responders, % at 10 µM; 200,000 tested, 0.83% active; HeLa tubulin immunostaining HCS, 24 h; share of cells brighter than vehicle mean+2SD;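 active = plate Z-score above 3 for both tubulin-high and condensed-nucleus cell shares, with cell loss under 80%, at 10 µM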;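 note: anti alpha tubulin signal scored within the nucleus-defined area of each cell; some results filed as inactive read as strong as hits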
T cell HTS: T cell immune modulation candidate; 2C CD8+ T cell-vesicle binding, flow cytometry; active compounds read low; calls only at 7 µM; 330,000 tested, 0.068% active;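 active = response, share of CD8 T cells binding vesicles, and their 90th percentile fluorescence all below set limits, cut at about 80% in these data, passing the limit was not always enough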
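incubation = binding step 1.5 h, 37 °C, antibody labelling 20 min, ice | test system = 2C mouse CD8+ T cells | read-out basis = percent CD8+ FL2 mean versus row control | controls = Peptide-free naked vesicles (low) and QL9 vesicles with 0.7% DMSO vehicle (high) | detection = flow cytometry of vesicle-bound cells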
PhoP inhibition: inhibitors of PhoP regulon expression, primary screen, Salmonella Typhimurium, GFP reporter (AID 1863); 300,000 tested, 0.16% active; inhibition, % at 50 µM; hits with a dose series show IC50 in µM; S. Typhimurium PhoP-regulated promoter GFP reporter, 4 h; higher % means a stronger effect;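 active = inhibition over 29.93%, a cutoff 3 SD above the screen mean, later confirmed by dose response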;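 note: 0% = low Mg2+ inducing control and 100% = high Mg2+ repressing control; strong numbers were not always called active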
Ins promoter up: MIN6 insulin promoter up-regulation; MIN6 insulin promoter-GFP reporter, high-content imaging; active compounds read high; z-score at 5 µM; 190,000 tested, 0.3% active; AID 1625;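 active = z-score above 3 at 5 µM with at least 500 cells counted in the well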
Autophagy HCS: alters autophagy in cells; MEF GFP-LC3 puncta imaging; test concentration mostly 10 µM; calls only at 10 µM (by protocol); 190,000 tested, 0.98% active; AID 463193;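 active = percentage of spot-positive cells more than 3 SD above its plate mean, without a fluorescence outlier flag or 80% toxicity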;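 note: spot-positive cell cutoff set from DMSO-treated cells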
CSM14.1 death rescue: protection against thapsigargin-triggered cell killing – 384-well, CSM14.1, ATP luminescence, primary screen (AID 1222); CSM14.1 thapsigargin-induced death rescue, ATP luminescence; higher % means a stronger effect; 190,000 tested, under 10 active; cellular ATP content (survival), % at 20 µM; hits with a dose series show EC50 in µM;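 active = EC50 below 50 µM in the dose-response confirmation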;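 note: death triggered by thapsigargin at about 15 µM added after 2 h compound pretreatment; cell ATP read after overnight thapsigargin exposure of roughly 18 to 22 hours; normalized against plate controls of thapsigargin alone and 5% DMSO vehicle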
Dynein cargo inh cytoplasmic EGFP: further read-out of Dynein cargo inh, marked with its call; z-score; measured here: cytoplasmic GR-EGFP intensity; active compounds read high
Dynein cargo inh nuclear GR-EGFP: further read-out of Dynein cargo inh, marked with its call; z-score; measured here: nuclear GR-EGFP intensity;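 lower value marks the stronger effect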
Dynein cargo inh cell count: recorded beside Dynein cargo inh, whose call it bears; z-score; measured here: cell count per field
Ins promoter up cell count: also measured in Ins promoter up; calls as there; cell count; measured here: cytotoxicity, nuclei count;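 total cells summed across four imaged fields per well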
Hep lipid drop cells 6.5 µM: second read-out of Hep lipid drop, no call of its own (marks repeat the call); cell count; measured here: cell count, cytotoxicity flag;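 cells counted across two imaged fields per well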
bCat nuc transl cell count 5 µM: recorded beside bCat nuc transl, whose call it bears; cell count; measured here: cell count, cytotoxicity flag
T cell HTS vesicle-bound %: second read-out of T cell HTS, no call of its own (marks repeat the call); double positive events, %; measured here: CD8+ vesicle-bound cell fraction;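 binding gate set so that unloaded-vesicle control wells show 10% double positive cells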
MT stabilizer Hoechst-high %: also measured in MT stabilizer; calls as there; % Hoechst-high responders; measured here: nuclear condensation Hoechst responders;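 share of cells brighter than vehicle mean plus two SD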
MT stabilizer cytotoxicity %: also measured in MT stabilizer; calls as there; toxicity, %; measured here: cytotoxicity by cell density;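 0% = mean cell density of plate MIN control wells and 100% = no cells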
Autophagy HCS cell loss 18 h: also measured in Autophagy HCS; calls as there; toxicity, %; measured here: cell loss, nuclei count;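 cell loss after 18 h compound exposure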
The depositor's hits bear a star; i = inactive; . = no result given.

SMILES	Dynein cargo inh	Dynein cargo inh cytoplasmic EGFP	Dynein cargo inh nuclear GR-EGFP	Dynein cargo inh cell count	Hep lipid drop	Hep lipid drop cells 6.5 µM	bCat nuc transl	bCat nuc transl cell count 5 µM	MT stabilizer	MT stabilizer Hoechst-high %	MT stabilizer cytotoxicity %	T cell HTS	T cell HTS vesicle-bound %	PhoP inhibition	Ins promoter up	Ins promoter up cell count	Autophagy HCS	Autophagy HCS cell loss 18 h	CSM14.1 death rescue
O=C(O)Cn1c(SCCOc2ccccc2F)nc2ccccc21	-0.5	-0.24	-0.31	0.46	11	765	-1.6	1183	2.7	2.9	10	i	14	9%	-1.1	1226	i	-13	1.2%
O=C(N/N=C/c1ccsc1)c1cc(O)cc(O)c1	0.4	-0.17	0.0054	0.23	.	.	0.9	1287	1.7	1.5	9.8	i	34	19%	-0.22	1687	i	-4	-1.5%
O=C1Nc2cccnc2Sc2ccccc21	0.47	-0.22	0.37	-0.11	.	.	-2.0	768	2.1	1.8	9.6	i	47	-7%	0.95	1492	i	3	0.3%
O=c1[nH]nc(SCc2ccccc2)n1C1CC2C=CC1C2 (stereo unspecified)	-0.34	-0.22	-0.33	1.2	3	663	0.8	1298	.	.	.	i	31	-6%	-0.17	1040	.	.	.
O=C(c1ccco1)N1CCN(C(=O)c2ccc(COc3ccc(F)cc3)o2)CC1	-0.48	-0.19	-0.072	0.71	.	.	-0.9	792	2.3	1.1	4.0	i	15	7%	-0.62	1391	i	-5	-1.1%
CCNc1nc(NCC)n2c(SCC(=O)c3ccc(C(C)C)cc3)nnc2n1	-0.75	-0.17	-0.57	0.027	-39	657	-1.3	1113	6.5	2.9	9.6	i	41	-5%	0.01	1527	i	3	1.6%
CCCc1cc(=O)[nH]c(SCC(=O)c2cc(C)n(C)c2C)n1	0.019	-0.3	-0.27	0.64	2	751	.	.	0.5	0.6	16	i	47	14%	-0.57	911	i	-4	-0.3%
COc1cc(/C=C(/NC(=O)c2ccccc2)C(=O)Nc2cccc(O)c2)c([N+](=O)[O-])cc1OC	-0.2	-0.076	0.45	0.13	.	.	-3.4	1398	3.3	1.6	9.0	i	17	-7%	0.65	1405	i	-13	-1.4%
COc1ccccc1N1CCN(C(=O)c2ccc(N3CCCC3=O)cc2)CC1	-0.26	-0.22	0.16	0.97	-9	757	4.3	474	4.4	0.7	5.2	i	48	-6%	0.34	1248	i	-4	-2.0%
O=C1C2C3C=CC(C3)C2C(=O)N1c1ccc(-c2nc3ccccc3c(=O)o2)cc1 (stereo unspecified)	-0.42	-0.32	0.012	2.2	5	759	2.0	1009	1.3	0.5	2.7	i	56	3%	0.02	1629	i	-11	6.8%
O=C(Cn1cnc2ccccc2c1=O)OCC(=O)c1ccc2c(c1)OCCO2	-0.15	-0.22	0.48	-0.51	.	.	1.1	1193	5.4	1.8	13	i	55	17%	-1.2	1072	i	28	-0.3%
O=C(O)CSCC(=O)c1ccccc1	-1.1	-0.24	-0.33	0.98	.	.	-3.5	1033	5.0	2.8	4.4	i	29	12%	0.76	1028	i	4	-2.8%
C=CCN(CC=C)C(=S)NC(=O)c1ccc(OC)cc1	0.019	-0.37	-0.039	0.61	-14	519	-0.9	1475	1.2	1.7	10	i	38	-6%	-0.7	1264	i	5	2.7%
NC(=O)C1CCN(c2ccc(C(F)(F)F)cn2)CC1	0.42	-0.28	0.63	-0.26	-22	656	0.7	1093	3.5	3.0	6.0	i	40	0%	-0.15	1305	i	-2	4.0%
CC(=O)Nc1ccc(Br)c2ccccc12	-0.92	0.019	-0.23	0.34	-10	649	-1.4	1055	2.2	1.0	0.5	i	60	7%	-0.14	1664	i	-27	-0.8%
CCOn1c(=O)c(-c2ccc(Cl)cc2)[n+]([O-])c2ccccc21	0.98	-0.17	0.53	0.009	1	814	-4.3	1111	1.5	0.8	10	i	24	8%	1.4	735	i	-4	-2.5%
C/C(=N\NC(=O)C1(C)CC1(Br)Br)c1cccc(NC(=O)C2CCC2)c1 (stereo unspecified)	-0.51	-0.3	-0.49	0.47	2	681	.	.	1.5	1.3	3.9	i	22	-7%	0.18	1277	i	-7	-1.0%
CCC(=O)Nc1nc2n(n1)C(c1ccc(OC)cc1)C=C(c1ccccc1)N2 (stereo unspecified)	1.1	-0.1	1	-1	-10	763	0.4	1057	1.5	0.9	6.0	i	42	2%	.	.	i	-3	-2.1%
CC(=O)Nc1sc2c(c1CN1CCCC1)CCCC2	0.062	-0.85	-0.3	-0.016	9	681	-0.5	1249	.	.	.	i	46	-6%	-0.19	1008	.	.	.
Cc1ccc(-c2csc3nnc(SCC(=O)N4CCN(Cc5ccccc5)CC4)n23)cc1	0.11	-0.16	0.23	-0.0029	.	.	-7.3	928	1.8	1.7	6.6	.	.	-11%	-1.1	838	i	-5	8.1%
COCCCN(C(=S)Nc1ccc(OC)cc1)C(C)c1ccncc1 (stereo unspecified)	-0.51	-0.31	-0.13	-0.02	19	676	-0.9	1107	1.5	3.2	3.3	i	43	-10%	-0.09	1247	i	8	3.9%
Cc1ccc(/C=N/N=C2/NC(=O)C(CC(=O)Nc3ccc(Cl)cc3)S2)o1 (stereo unspecified)	1.2	-0.14	0.76	-0.021	-1	674	0.9	1149	8.1	3.1	4.6	i	1	2%	-0.08	1402	i	-4	0.2%
COc1ccc(Cn2cnc3c4cc(F)ccc4n(C)c3c2=O)cc1	-0.62	-0.19	-0.37	-0.033	-3	700	-1.9	1198	.	.	.	i	13	-11%	0.24	1512	.	.	.
CN1CCN(S(=O)(=O)c2cccc(S(=O)(=O)c3ccc(Cl)cc3)c2)CC1	-1.1	0.34	-0.39	1.3	-7	733	-0.3	1184	2.3	2.2	5.7	i	7	-3%	-0.14	1220	i	4	-0.7%
CC(C(=O)Nc1cccc([N+](=O)[O-])c1)N(c1ccccc1)S(C)(=O)=O (stereo unspecified)	0.71	-0.21	0.35	-0.15	8	677	-2.6	1075	2.6	0.7	2.5	i	6	7%	0.91	1515	i	23	0.9%

Entries of single compounds, quoted from the list. Order of screens: Dynein cargo inh, Dynein cargo inh cytoplasmic EGFP, Dynein cargo inh nuclear GR-EGFP, Dynein cargo inh cell count, Hep lipid drop, Hep lipid drop cells 6.5 µM, bCat nuc transl, bCat nuc transl cell count 5 µM, MT stabilizer, MT stabilizer Hoechst-high %, MT stabilizer cytotoxicity %, T cell HTS, T cell HTS vesicle-bound %, PhoP inhibition, Ins promoter up, Ins promoter up cell count, Autophagy HCS, Autophagy HCS cell loss 18 h, CSM14.1 death rescue
O=C(c1ccco1)N1CCN(C(=O)c2ccc(COc3ccc(F)cc3)o2)CC1 is entered as -0.48, -0.19, -0.072, 0.71, ., ., -0.9, 792, 2.3, 1.1, 4.0, i, 15, 7%, -0.62, 1391, i, -5, -1.1%
CCCc1cc(=O)[nH]c(SCC(=O)c2cc(C)n(C)c2C)n1 is entered as 0.019, -0.3, -0.27, 0.64, 2, 751, ., ., 0.5, 0.6, 16, i, 47, 14%, -0.57, 911, i, -4, -0.3%
C=CCN(CC=C)C(=S)NC(=O)c1ccc(OC)cc1 is entered as 0.019, -0.37, -0.039, 0.61, -14, 519, -0.9, 1475, 1.2, 1.7, 10, i, 38, -6%, -0.7, 1264, i, 5, 2.7%

Next entries:
SMILES	Dynein cargo inh	Dynein cargo inh cytoplasmic EGFP	Dynein cargo inh nuclear GR-EGFP	Dynein cargo inh cell count	Hep lipid drop	Hep lipid drop cells 6.5 µM	bCat nuc transl	bCat nuc transl cell count 5 µM	MT stabilizer	MT stabilizer Hoechst-high %	MT stabilizer cytotoxicity %	T cell HTS	T cell HTS vesicle-bound %	PhoP inhibition	Ins promoter up	Ins promoter up cell count	Autophagy HCS	Autophagy HCS cell loss 18 h	CSM14.1 death rescue
CCn1c(SCC(=O)c2ccc(F)cc2)nnc1-c1ccoc1C	0.65	-0.21	0.76	-0.31	-21	654	1.6	925	1.6	1.7	3.9	i	43	-12%	-0.07	1051	i	-3	-2.0%
CC(C)(C)OC(=O)N1CCN(C(=O)Cn2cc(CCO)nn2)CC1	1.3	-0.17	1.1	-1.9	-6	718	-1.1	1181	3.3	2.3	9.1	i	48	4%	0.16	1378	i	15	-1.3%
COc1ccccc1NC(=S)NC1CCCCCC1	0.65	-0.24	0.65	-0.74	10	688	1.1	1117	5.0	1.6	5.0	i	7	6%	-0.3	1565	i	32	1.2%
Cc1ccc(-c2nc3ccccc3o2)cc1NC(=S)NC(=O)c1cc2ccccc2o1	1.2	-0.23	0.97	-0.59	2	542	2.9	970	1.9	2.9	7.6	i	39	-3%	-0.68	1238	i	-4	2.7%
Cn1c(=O)nc2n(Cc3ccccc3)c3ccccc3cc-2c1=O	0.13	-0.28	-0.28	0.36	1	653	-1.4	534	1.9	3.8	4.4	i	7	-2%	-0.09	1226	i	-6	-0.8%
Cc1nc(SCC(=O)Nc2ccc3c(c2)OCCO3)c2oc3ccccc3c2n1	0.81	-0.18	-0.62	0.28	.	.	.	.	2.5	1.7	3.3	i	6	0%	.	.	i	4	5.9%
O=S(=O)(O)c1cccc(N=Nc2c(O)ccc3ccccc23)c1	-1.2	-0.17	-0.17	1.5	17	669	-1.0	1278	.	.	.	i	8	14%	0.05	980	.	.	.

Screening data from PubChem BioAssay.
